# SIRT5 inh – sirtuin-5 (human) deacylase inhibition; Q9NXA8; Purified SirT5, succinyl-peptide AMC, trypsin-coupled fluorescence; inhibition, % at 15 µM; 330,000 compounds, 1.1% hits; in the data active = inhibition above about 15%; inconclusive = no clear call, values can overlap the other calls
# Target sequence (Q9NXA8 whole entry, looked up): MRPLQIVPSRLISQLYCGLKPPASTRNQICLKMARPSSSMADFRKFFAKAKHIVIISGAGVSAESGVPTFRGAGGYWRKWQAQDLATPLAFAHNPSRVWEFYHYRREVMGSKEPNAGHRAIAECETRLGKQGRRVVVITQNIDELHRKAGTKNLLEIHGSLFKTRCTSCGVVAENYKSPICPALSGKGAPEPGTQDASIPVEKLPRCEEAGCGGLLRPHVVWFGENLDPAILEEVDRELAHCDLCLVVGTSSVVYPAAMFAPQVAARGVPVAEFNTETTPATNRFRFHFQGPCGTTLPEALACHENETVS
# esBAF inh – blocks esBAF chromatin remodeling in mouse ES cells | Bmi1-luciferase knock-in reporter, 24 h; 100% = twice the neutral-well signal | reporter increase, % at 12.5 µM | 350,000 compounds, 2% hits; in the data active = activation above about 40%; inconclusive = no clear call, values can overlap the other calls;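 also: 0% = median of the plate's neutral control wells and 100% = double that signal; a rise in the Bmi1 reporter signal indicates esBAF inhibition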
# ARNT-TACC3 inh – disruptors of human ARNT/TACC3 interaction. Q9Y6A5. AlphaScreen His-ARNT PAS-B/GST-TACC3 binding, luminescence; TACC3 fragment carries E629A point mutation. inhibition, % at 9.99 µM. 390,000 compounds, 0.66% hits. AID 623870;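 active = mean inhibition of replicates at least 50% and at least half of replicates each reaching 50%; inconclusive = half or more replicates reach 50% but mean below 50%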;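 also: 0% = complete ARNT plus TACC3 wells and 100% = ARNT alone without TACC3; many hits fall short of the cut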
# miR-122 sensor – miR-122 inhibition in Huh7 cells. Huh7 miR-122 Renilla luciferase sensor, 48 h; neutral wells = 0, positive control = 100. activation (reporter increase), % at 12.5 µM. 340,000 compounds, 0.3% hits;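 active = mean replicate activation score at least 90 and every replicate individually at or above 90; inconclusive = only one of the two criteria met; inactive = neither criterion met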;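 also: higher luciferase means less miR-122 activity so hits act as miR-122 inhibitors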
# Cneo AK release – Cryptococcus neoformans lysis via adenylate kinase release; 360,000 compounds, 0.2% hits; lysis activity, % at 15 µM; C. neoformans lysis, adenylate kinase release luminescence, 4 h; normalised: neutral wells 0, clomiphene wells 100;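 active = mean lysis activity across replicates of at least 80%, whatever share of replicates individually reach that level; inactive = mean lysis activity below 80%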
#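 Assay system: C. neoformans cells. Amount: yeast cell density of 5 × 10^6 cells/mL. Technique: AK luminescence. Buffer or medium: YPD. Times: static 4 h at 37 °C with compound, 1 h detection. Dosing: single-point compound dose. Read-out: lysis from increased AK signal.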
# C2C12 statin – protects C2C12 myotubes from simvastatin toxicity | rescue of ATP level, % at 7.49 µM | 330,000 compounds, 0.78% hits | ATP luminescence, 48 h; scaled: DMSO 0, geranylgeraniol control 100;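 active = mean ATP rescue above about 67%, or every replicate alone reaching that limit, limit read from the data, passing the limit was not always enough; inconclusive = no clear call, values can overlap the other calls; inactive = mean under the limit and some replicate under it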;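 also: myotubes were challenged with 10 µM simvastatin during compound exposure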
# ERp5 block – blocks human ERp5 reductase activity on insulin; Q15084; ERp5 insulin aggregation, absorbance 650 nm, 90 min; inhibition, % at 9.99 µM; 350,000 compounds, 0.05% hits;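 active = mean replicate inhibition above about 25%, with every replicate also reaching it, limit read from the data, passing the limit was not always enough; inconclusive = only one of those two criteria met; inactive = neither criterion met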
# Target sequence (Q15084 whole entry, looked up): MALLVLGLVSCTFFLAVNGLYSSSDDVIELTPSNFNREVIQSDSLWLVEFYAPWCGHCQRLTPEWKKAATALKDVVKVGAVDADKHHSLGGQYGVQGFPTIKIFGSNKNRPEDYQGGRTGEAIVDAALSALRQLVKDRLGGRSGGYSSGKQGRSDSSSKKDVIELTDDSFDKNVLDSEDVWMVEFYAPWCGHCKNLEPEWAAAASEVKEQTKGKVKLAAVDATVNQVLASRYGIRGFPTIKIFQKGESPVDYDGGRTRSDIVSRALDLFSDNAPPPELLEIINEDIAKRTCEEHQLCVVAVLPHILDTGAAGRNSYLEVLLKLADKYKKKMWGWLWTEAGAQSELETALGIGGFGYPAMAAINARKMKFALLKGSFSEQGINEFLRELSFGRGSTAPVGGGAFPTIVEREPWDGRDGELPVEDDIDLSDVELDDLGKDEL
# Numbers without * were called inactive; u = inconclusive; x = not tested or not shown; & = joins results of further samples; [ ] = dose if it differs, or a comment.
SMILES,SIRT5 inh,esBAF inh,ARNT-TACC3 inh,miR-122 sensor,Cneo AK release,C2C12 statin,ERp5 block
O=C(Nc1ccccc1)N(O)c1ccc(Cl)cc1,x,68.4*,-0.4,x,-2.2,15.8,x
CC(C)(C)c1cc(-c2ccco2)c(C#N)c(SCC#N)n1,x,2.4,-3.5,-0.8,6.1,10.2,x
COc1ccc(-c2ccc3c(c2)[C@H]2[C@H](CCN2C(=O)C2CC2)[C@@H](CO)N3C)cc1,-0.1,-7.0,9.3,-11.1[16.7 µM],-0.6,14.1,2.2
COc1ccccc1N(CC(=O)NCCN1CCOCC1)S(=O)(=O)c1ccc(C)cc1,-1.1,-1.5,-2.5,-0.1,3.6,-2.1,0.3
C[C@@H]1CN([C@H](C)CO)C(=O)c2cc(-c3ccccc3F)cnc2O[C@H]1CN(C)Cc1cccc(F)c1,4.0,-4.2,11.7,23.6[16.7 µM],0.1,-4.9,1.4
Cn1c(/C=N/n2cnnc2)nc2ccccc21,-7.9,-5.1,-4.8,1.5,1.2,38.3,-2.5
C[C@@H]1CN([C@H](C)CO)C(=O)c2cc(NC(=O)CCN3CCOCC3)ccc2O[C@@H]1CN(C)Cc1ccc2c(c1)OCO2,-2.5,-0.1,-3.5,-2.8[16.7 µM],3.2,-22.1,1.7
O=C(COc1ccc(S(=O)(=O)N2CCCC2)cc1Cl)NCc1ccc2c(c1)OCO2,x,x,-3.2,-4.5,2.0,x,x
C=CCNC(=S)NNC(=O)CSc1nc2ccccc2s1,-3.2,x,0.6,x,x,x,-2.9
CC(C)(C)c1cc2cccnc2n1Cc1cccc(F)c1,x,-1.9,-9.5,-7.9,1.8,-40.6,x
COc1cccc(/C=N/Nc2ccc(Cl)nn2)c1,-1.2,u,-7.2,1.1,5.7,9.3,0.5
CC(=O)Nc1cc(-c2ccccc2N(C)C)cn2c(-c3ccc(F)c(Cl)c3)cnc12,-2.6,-2.3,x,8.4,-4.7,-16.9,0.6
Clc1ccc2nc(-c3ccccc3)c(Cc3ccccc3)n2c1,-3.4,33.5,x,4.4,2.3,10.6,4.8
CCCCNC(=O)c1ccc(C#CC(C)(C)C)c(OC(C)=O)c1,5.0,x,-5.5,x,24.6,x,1.9
COc1ccc2c(COC(=O)CCS(=O)(=O)c3ccc(C)cc3)cc(=O)oc2c1,2.9,0.1,-5.2,0.1,1.9,-12.5,-1.2
S=c1[nH]nc(-c2ccc(Cl)cc2)n1-c1cccnc1,-26.2,x,-1.2,x,x,x,-3.6
O=C(COC(=O)CCC(=O)c1ccc(F)cc1)Nc1cccc(S(=O)(=O)N2CCCC2)c1,0.9,x,-3.0,x,x,x,-4.7
CCCn1c(SCC(=O)Nc2ccc3c(c2)OCO3)nc2c1c(=O)n(C)c(=O)n2C,24.6*,-3.5,0.8,2.0,0.3,-6.7,3.2
CC(Oc1ccccc1)C(=O)N=C1SC2CS(=O)(=O)CC2N1Cc1ccccc1 (stereo not drawn),-2.4,1.4,-1.6,0.0,-0.2,-13.8,-3.0
C[C@@H]1CCCCO[C@@H](CN(C)Cc2ccccc2)[C@H](C)CN([C@@H](C)CO)C(=O)c2cc(NC(=O)Nc3cccc4ccccc34)ccc2O1,-7.0,-3.3,22.8,6.0[16.7 µM],1.1,x,-4.0
Cc1ccc(/C=C/C(=O)N2CCN(S(=O)(=O)/C=C/c3ccccc3)CC2)o1,1.1,x,1.0,x,x,x,-1.1
CCCCCC(=O)Nc1cccc(C2=NOC3(C2)C[C@@H](C(N)=O)N(C(=O)c2cc([N+](=O)[O-])cc([N+](=O)[O-])c2)C3)c1 (stereo partly drawn),-4.9,6.1,3.9,-7.4,-0.5,5.8,0.5
CC1(C)CC(=O)C=C(NNC(=O)c2ccccc2O)C1,x,0.1,0.2,-5.8,-23.6,-33.4,x
CCCNC(=O)c1cc2c(c(-c3cccc(-c4ccc(F)cc4)c3)n1)[C@H](CCO)N([S@@](=O)C(C)(C)C)C2,-1.4,-2.3,23.9,x,-3.3,5.0,-1.4
COc1ccc(CNC(=S)Nc2ccc(F)c(Cl)c2)cc1,-5.9,x,-7.0,x,x,x,5.5
COc1ccc(S(=O)(=O)NCCOc2ccccc2)cc1OC,x,2.6,0.8,87.4,0.1,10.4,x
C/C=C\C=C\C(=O)N1CC2(CC(c3cccc(NC(=O)CC)c3)=NO2)C[C@H]1C(N)=O (stereo partly drawn),x,-6.2,-0.3,-1.7,1.5,6.2,2.5
Cc1ccc(C(=O)NCCCNC(=O)c2ccco2)cc1C,0.3,-4.0,8.4,-3.2,8.0,-3.1,3.3
Cc1cccc(NS(=O)(=O)c2ccc3c(c2)CCC(=O)N3)c1,-3.5&-6.2,0.3&0.4,-3.9,11.8&23.3,5.1&-1.9,5.6&-7.8,2.6&-0.1
Cc1c(C(=O)NCc2ccc(F)cc2)oc2ccc(S(=O)(=O)N3CCOCC3)cc12,-1.6,-8.0,4.6,1.4,0.5,-3.5,-0.3
N#Cc1ccc(C(=O)Nc2cccc(NC(=O)c3ccco3)c2)c(F)c1,-2.0,4.6,-4.1,-2.2,-2.5,-19.6,-6.5
CCCc1cc(=O)oc2cc(OCC(=O)Nc3cc(C)on3)ccc12,x,x,-2.3,-0.3,1.0,x,x
CC(=O)c1cccc(-c2ccnc3c2CC(C(=O)Nc2cccc(N(C)C)c2)O3)c1 (stereo not drawn),-0.2,-6.1,x,-8.6,-0.8,4.2,11.7
CCOC(=O)c1cccc2c1-c1ccccc1/C2=N/O,x,-6.3,3.1,5.4,-2.4,0.1,x
COc1cccc(C(=O)NCC2CCN(c3ccc(S(=O)(=O)N4CCOCC4)cc3)CC2)c1,x,1.0,-6.9,10.5,-1.1,7.9,x
O=C(O)C1CCCN1c1ncnc2ccccc12 (stereo not drawn),x,-9.5,1.6,0.6,4.5,-12.0,x
Clc1ccc(C2Nc3cccc4cccc(c34)N2)cc1Cl,3.7,0.3,-1.1,x,-1.2,10.7,-0.6
Cc1ccccc1Nc1nc(N)nc(CSc2nnc3ccccn23)n1,-2.9,21.1,-0.4,-1.3,7.1,1.6,4.0
Cc1cccc(C)c1NC(=O)CN1CCc2ccccc2C1,1.7,-1.3,-3.0,42.9,-2.9,3.4,1.2
COc1ccc(C)cc1S(=O)(=O)Nc1cccnc1,x,-8.9,-2.3,39.9,-0.2,x,x

# Whole records, looked up by structure. Values in the order: SIRT5 inh | esBAF inh | ARNT-TACC3 inh | miR-122 sensor | Cneo AK release | C2C12 statin | ERp5 block
# `COc1ccc(-c2ccc3c(c2)[C@H]2[C@H](CCN2C(=O)C2CC2)[C@@H](CO)N3C)cc1` is listed with -0.1 | -7.0 | 9.3 | -11.1[16.7 µM] | -0.6 | 14.1 | 2.2
# `CCCCCC(=O)Nc1cccc(C2=NOC3(C2)C[C@@H](C(N)=O)N(C(=O)c2cc([N+](=O)[O-])cc([N+](=O)[O-])c2)C3)c1` (stereo partly drawn) is listed with -4.9 | 6.1 | 3.9 | -7.4 | -0.5 | 5.8 | 0.5
# `CC1(C)CC(=O)C=C(NNC(=O)c2ccccc2O)C1` is listed with x | 0.1 | 0.2 | -5.8 | -23.6 | -33.4 | x
# `S=c1[nH]nc(-c2ccc(Cl)cc2)n1-c1cccnc1` is listed with -26.2 | x | -1.2 | x | x | x | -3.6

# Copied from the listing, 3 compounds:
SMILES,SIRT5 inh,esBAF inh,ARNT-TACC3 inh,miR-122 sensor,Cneo AK release,C2C12 statin,ERp5 block
Cc1ccccc1Nc1nc(N)nc(CSc2nnc3ccccn23)n1,-2.9,21.1,-0.4,-1.3,7.1,1.6,4.0
Cc1cccc(C)c1NC(=O)CN1CCc2ccccc2C1,1.7,-1.3,-3.0,42.9,-2.9,3.4,1.2
COc1ccc(C)cc1S(=O)(=O)Nc1cccnc1,x,-8.9,-2.3,39.9,-0.2,x,x

# The listing picks up with the two entries that preceded the break.
SMILES,SIRT5 inh,esBAF inh,ARNT-TACC3 inh,miR-122 sensor,Cneo AK release,C2C12 statin,ERp5 block
Cc1cccc(C)c1NC(=O)CN1CCc2ccccc2C1,1.7,-1.3,-3.0,42.9,-2.9,3.4,1.2
COc1ccc(C)cc1S(=O)(=O)Nc1cccnc1,x,-8.9,-2.3,39.9,-0.2,x,x
O=C(COc1ncnc2ccc(Br)cc12)N1CCOCC1,x,-2.1,21.5,-5.3,-2.7,-12.5,x
COc1ccc(-c2nnc(SCC(=O)NC3CCCC3)n2C)cc1,0.7,-2.3,-9.9,x,-2.4,5.3,-0.6
O=C(CN1C(=O)NC2(CCCCCC2)C1=O)Nc1ccc(OC(F)(F)F)cc1,x,-1.1,x,10.3,0.6,7.5,0.9
COCCN(CC(=O)NCc1ccc(F)cc1)C(=O)CCC(=O)Nc1nccs1,x,-5.7,-19.3,-4.0,-0.2,x,x
C[C@H](CO)N1C[C@H](C)[C@@H](CN(C)Cc2cccc(F)c2)Oc2cc(C#CC3CC3)ccc2S1(=O)=O,-3.8,-6.4,-1.8,x,4.5,-17.1,-1.4
COc1cc(Br)cc2cc(C(=O)N3CCN(C(=O)c4ccco4)CC3)c(=O)oc12,x,-7.2,3.8,-1.6,-0.6,5.3,x
Cc1c(NS(=O)(=O)c2ccc3c(c2)n(C)c(=O)n3C)c(=O)n(-c2ccccc2)n1C,x,-4.2,-4.1,-2.5,-1.3,0.7,x
C=C(C)CN1CCN(c2ccc(N3C(=O)CCCC3=O)cc2[N+](=O)[O-])CC1,-5.3,-3.9,-0.7,1.0,0.5,-18.0,0.1
CSc1ccc(CN2CCN(C(=O)CC(C)C)CC2)cc1,2.9,4.0,-5.0,-7.0,-3.1,-0.8,1.9
O=C(Nc1cccc(C(F)(F)F)c1)N1CCC(c2nc(-c3ccc(F)cc3)no2)CC1,-1.5,-0.1,1.9,3.3,-4.8,-27.1,0.8
COC(=O)c1ccc(Cn2nc(-c3cc(C)ccc3C)ccc2=O)cc1,3.6,-0.3,-12.1,0.6,2.7,-5.1,3.2
C[C@@H]1CCCCO[C@@H](CN(C)Cc2ccncc2)[C@H](C)CN([C@H](C)CO)C(=O)c2cc(N(C)C)ccc2O1,-3.1,-12.3,1.1,2.3[16.7 µM],-3.7,12.3,4.2
COc1cccc(C#Cc2ccc3c(c2)O[C@H](CN(C)C(C)=O)[C@@H](C)CN([C@@H](C)CO)S3(=O)=O)c1,-3.5,-10.5,0.2,19.5[16.7 µM],-6.6,x,5.1
O=C(OCC(=O)N1CCCCCC1)c1ccccc1Br,-3.2,54.4*,-1.9,4.1,-1.2,-11.8,1.0
CN(Cc1ccc(Cl)c(Cl)c1)C(=O)C1CC(=O)N(c2ccc3c(c2)OCCO3)C1 (stereo not drawn),0.5,-0.8,x,0.9,1.0,15.7,-0.2
c1ccc(C[C@H]2CNCCN2CCCCC2CCCCC2)cc1,x,-67.2,-2.1,6.2,1.2,-7.0,-4.4
CC(C)NC(=O)Nc1ccc2c(c1)C(=O)N([C@@H](C)CO)C[C@@H](C)[C@@H](CN(C)C(=O)Nc1ccc(F)cc1)O2,x,-1.8,x,1.4[16.7 µM],x,-0.9,x
CN1CCN([C@@H]2CS(=O)(=O)N[C@H]2COCc2ccccc2)CC1,-8.4,-0.3,x,-0.1,2.0,11.5,1.5
CCOCCCN(C(=O)c1snc(C(N)=O)c1N)C(C(=O)NC1CCCC1)c1ccc(F)cc1 (stereo not drawn),-5.1,1.2,-35.0,7.0,-1.7,5.3,2.6
CCOc1ccc2nc(SCC(=O)NCc3ccc(OC)c(OC)c3)[nH]c2c1,1.4,-8.8,4.1,-15.8,-2.1,1.3,4.1

# Screening data: PubChem BioAssay, Broad Institute
